Screening data as filed in PubChem.
TRHR PAM = TRH receptor (human) allosteric enhancement. P34981. TRHR cells, fluo-8 calcium fluorescence, EC20 TRH enhancement. enhancement, % at 2 µM. hit rate 0.66% among 360,000; in the data active means enhancement above about 30%; further: 0% is about no effect
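Enhancer read-out: after compound pinning and an initial kinetic agonist-mode read, an EC20 of TRH (10 nM final) was injected and fluo-8 calcium signal (Ex 480/Em 530) followed at 1 s/cycle for 100 cycles in TRHR-expressing cells.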
TRHR ag = agonists of human TRH receptor; P34981; TRHR cells, calcium flux fluo-8, FDSS agonist mode; activation, % at 2 µM; hit rate 0.18% among 360,000; AID 493084; in the data active means activation above about 30%; further: 0% is about no effect
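Steps: seed TRHR cells overnight; add fluo-8 no-wash Ca dye, RT 30 min–1.5 h; record 10 s baseline; pin-transfer compounds; monitor fluorescence 1 cycle/s for the agonist window. Calcium increases flag candidate agonists.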
D2 ag = D2 dopamine receptor (human) agonism | activation, % at 2 µM | P14416 | AID 485358 | HEK293 T-REx D2 cells, calcium flux agonist mode | hit rate 0.53% among 340,000;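 active means activation over 3 SD above normal in the single-dose calcium agonist read, cut at about 30% in these data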; further: 0% is about no effect
Target sequence (P14416 whole entry, looked up): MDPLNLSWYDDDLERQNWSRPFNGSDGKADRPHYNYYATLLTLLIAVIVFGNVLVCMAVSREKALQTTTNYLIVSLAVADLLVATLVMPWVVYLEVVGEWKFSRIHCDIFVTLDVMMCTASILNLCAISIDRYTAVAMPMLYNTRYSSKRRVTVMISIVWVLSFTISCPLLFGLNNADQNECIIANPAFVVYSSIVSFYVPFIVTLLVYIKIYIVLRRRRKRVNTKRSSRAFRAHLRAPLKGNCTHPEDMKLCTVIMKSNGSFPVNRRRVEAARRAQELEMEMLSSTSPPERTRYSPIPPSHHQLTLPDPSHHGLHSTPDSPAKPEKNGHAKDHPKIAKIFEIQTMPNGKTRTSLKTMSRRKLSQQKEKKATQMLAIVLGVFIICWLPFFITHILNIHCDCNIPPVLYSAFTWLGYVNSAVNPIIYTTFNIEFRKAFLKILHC
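Agonism scored from kinetic calcium signal (1 read/sec, 180 s) following compound pin transfer, after a 10 s baseline. Cells: HEK293 Trex line expressing inducible D2 receptor coupled to calcium, dye-loaded after overnight culture at 30 C.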
Pin1 inhibitor = human Pin1 inhibition. Q13526. Pin1 FP peptide displacement, HiFluor488, 10 min. Potency, µM (series often up to 115 µM), without a hit: at the top dose activity, negative = inhibition, hits mostly inhibitors. hit rate 0.009% among 390,000. AID 504891; active means well fitted inhibition curve with a large enough effect in the polarisation, with a control signal flat, not every such curve was filed as active; inconclusive means small, poorly fitted or top-dose-only effect, or effect the other way, or a change in a side signal; inactive means no such curve, though single readings can be large or run the other way; the % refers to the polarisation; further: potency means the concentration at half of the fitted maximal effect; on the % scale 0 is the no-effect control and ±100 the full control effect
Target sequence (Q13526 whole entry, looked up): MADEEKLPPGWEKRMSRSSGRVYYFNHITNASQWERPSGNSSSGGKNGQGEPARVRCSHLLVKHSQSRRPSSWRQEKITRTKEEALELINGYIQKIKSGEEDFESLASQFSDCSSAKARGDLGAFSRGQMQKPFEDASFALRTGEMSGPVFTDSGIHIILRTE
rTrxR1 inhibitor = inhibitors of rat thioredoxin reductase 1; O89049; recombinant rTrxR1, NADPH fluorescence consumption, selenite substrate; Potency, µM (series often up to 114 µM), inactives show at the highest dose activity change, negative = inhibition, most hits filed as inhibitors; hit rate 1% among 390,000; further: potency means the concentration at half of the fitted maximal effect; on the % scale 0 is the no-effect control and ±100 the full control effect; nearly all actives have a fitted effect of over 65% in size
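Rat TrxR1 (90 nM in the dispensed reagent) was pre-reduced with 400 uM NADPH for 5 min at room temperature, then incubated with compound for 15 min. After 400 uM selenite was added, NADPH fluorescence (Ex 340/Em 450 nm) was followed for 8 min.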
D2 antagonist = antagonists of human D2 dopamine receptor; P14416; HEK293 TREx D2 cells, calcium flux, dopamine EC80; inhibition, % at 10 µM; hit rate 2% among 340,000; AID 485344; in the data active means inhibition above about 30%; further: 0% is about no effect
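In this primary screen, negative modulation is detected by tracking calcium flux after an EC80 dopamine challenge in inducible HEK293 T-REx D2 cells preexposed to test compound for 180 s.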
IDH1 R132H inh = inhibitors of human mutant IDH1 R132H. Potency, µM (highest dose often 76.6 µM), for inactives: at the top dose activity change, negative = inhibition, usual class: inhibitors. O75874. hit rate 0.093% among 390,000. IDH1-R132H enzyme, NADPH consumption, diaphorase/resazurin fluorescence; further: potency means the concentration at half of the fitted maximal effect; on the % scale 0 is the no-effect control and ±100 the full control effect; nearly all actives have a fitted effect of over 65% in size
Target sequence (O75874 whole entry R132H, stated change not applied): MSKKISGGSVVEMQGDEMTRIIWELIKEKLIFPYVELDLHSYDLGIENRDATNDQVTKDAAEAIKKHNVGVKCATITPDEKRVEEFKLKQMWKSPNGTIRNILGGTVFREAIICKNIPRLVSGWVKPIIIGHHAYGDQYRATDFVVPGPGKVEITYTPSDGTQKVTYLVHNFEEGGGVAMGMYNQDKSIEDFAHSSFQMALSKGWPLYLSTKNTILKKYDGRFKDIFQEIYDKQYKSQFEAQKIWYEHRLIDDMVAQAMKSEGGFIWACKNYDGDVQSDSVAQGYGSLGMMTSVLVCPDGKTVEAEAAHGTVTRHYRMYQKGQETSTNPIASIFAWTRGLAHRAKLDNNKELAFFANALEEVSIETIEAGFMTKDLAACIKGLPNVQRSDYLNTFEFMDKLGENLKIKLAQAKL
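IDH1-R132H (0.5 ug/mL) preincubated 30 min with compound, then NADPH (0.016 mM) and alpha-KG (2 mM) added; 80 min at RT, pH 7.5. Remaining NADPH coupled via diaphorase/resazurin to fluorescence (540/590 nm); concentration-response curves normalized to no-enzyme control.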
USP1-UAF1 inh = USP1/UAF1 (human) deubiquitinase inhibition; hit rate 0.23% among 390,000; Potency, µM (series often up to 57.1 µM), for the others: at the highest dose activity change, negative = inhibition, most hits filed as inhibitors; AID 743255; recombinant USP1/UAF1, Ub-Rhodamine cleavage fluorescence; O94782; further: potency means the concentration at half of the fitted maximal effect; on the % scale 0 is the no-effect control and ±100 the full control effect; nearly all actives have a fitted effect of over 60% in size; inactives centre near -12
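USP1/UAF1 complex (1 nM) preincubated 15 min at room temperature with compound, then Ub-Rho substrate (150 nM final) added. Kinetic fluorescence at 480/540 nm over 6 reads at 60 s intervals; 50 mM HEPES pH 7.8, 0.5 mM EDTA, 0.1 mg/ml BSA, 1 mM TCEP, 0.01% Tween-20.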
TrxR1 substrate = substrates of rat thioredoxin reductase 1; O89049; purified TrxR1 substrate turnover, NADPH consumption readout; Potency, µM (titrated, usually from 114 µM), inactives show at the highest dose activity change, negative = substrate turnover; hit rate 0.01% among 390,000; further: potency means the concentration at half of the fitted maximal effect; on the % scale 0 is the no-effect control and ±100 the full control effect; nearly all actives have a fitted effect of over 50% in size
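Rat TrxR1, dispensed at 90 nM, was prereduced with 400 uM NADPH (final) for 5 min at ~22 deg C, then incubated with compound 15 min before 400 uM selenite. A first-read NADPH fluorescence drop versus no-compound background flagged substrates.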
* = called active by the depositor; ? = inconclusive; . = no result given; & = joins results of further samples; [ ] = dose if it differs, or a comment. Unless noted, the call rests on the fitted dose curve; in most records, active means well fitted inhibition curve with a large enough effect; inconclusive means small, poorly fitted or top-dose-only effect; inactive means no such curve, though single readings can be large or run the other way. An excerpt; rates above refer to the full screens.

SMILES | TRHR PAM | TRHR ag | D2 ag | Pin1 inhibitor | rTrxR1 inhibitor | D2 antagonist | IDH1 R132H inh | USP1-UAF1 inh | TrxR1 substrate
CCOc1ccc(NC(=O)N2CCc3ccccc3C2)cc1 | -3.1 | -1.2 | 0.1 | -4.8% | 23.3% | -2.6 | 8.2% | -19.1% | 7.5%
O=C(O)c1c(NC(=O)c2cccc3ccccc23)sc2c1CCC2 | 10.0 | 0.0 | 0.5 | 0.4% | -6.6% | -1.4 | 0.0% | -1.2% | -7.1%
COc1cc(C2CC(=O)Oc3c(C(CCN4CCN(c5ccccc5)CC4)c4ccc(N(C)C)cc4)c(OC)cc(OC)c32)cc(OC)c1OC (configuration not stated) | 10.9 | 0.2 | 0.2 | -1.3%&6.7% | 11.8%&10.4% | -3.5 | -21.6% | -21.4% | -5.7%&2.6%
COc1ccc(OCCC(=O)OCC(=O)c2ccc[nH]2)cc1 | -5.4 | 0.3 | . | 0.9% | 30.6% | . | -3.0% | -18.3% | 2.5%
CC(=O)c1cc2c(cc1NC(=O)c1c(C)nn(-c3ccc(C)cc3)c1-n1cccc1)OCO2 | -1.1 | 0.3 | 0.4 | -0.8% | 30.6% | . | -17.3% | 7.4% | 2.8%
Nc1ccc(Br)c2cccnc12 | 1.6 | 0.1 | 0.2 | -3.8% | 19.9%[57.1 µM] | -8.8 | 11.8% | ? | -12.2%
Cc1ccnc(NC(=O)CS(=O)(=O)Cc2ccccc2)c1 | 4.9 | 0.6 | 0.4 | -5.2% | 10.9% | -5.9 | 2.6% | 2.0% | 8.9%
O=C(Nn1cnnc1)c1ccc(F)c(S(=O)(=O)N2CCCCC2)c1 | 13.3 | -0.4 | 0.2 | -6.6% | -3.2% | 3.7 | 2.3% | -15.7% | -5.4%
CC(C)Cn1cc(C(=O)NCC2CCCO2)c2c3ccccc3n(C)c2c1=O (configuration not stated) | -4.3 | -0.5 | 0.2 | 2.1% | -20.6% | 19.8 | 4.1% | -9.0% | 54.5%[activator]
CCC1S/C(=N/N=C/c2ccco2)NC1=O (configuration not stated) | 9.0 | -0.3 | -0.3 | 5.9% | -22.8% | -10.7 | 1.4% | -5.0% | -20.9%
O=C(Nc1ncn[nH]1)c1cccc(F)c1 | 3.9 | -0.2 | -1.0 | 0.6% | 12.6% | 0.7 | -5.7% | -32.3% | 6.0%[57.1 µM]
COc1ccc(CC(=O)NCCS(=O)(=O)N2CCN(c3ccccc3OC)CC2)cc1 | 5.1 | -0.5 | -0.1 | -8.0% | 12.4% | 1.2 | 10.3% | -18.2% | 0.2%
COc1ccc(C(=O)NCC(=O)OCC(=O)Nc2c(C)n(C)n(-c3ccccc3)c2=O)cc1 | 1.1 | 0.6 | 1.0 | 5.8% | 11.5% | 10.7 | -4.3% | -22.5% | 4.0%
CCCNC(=O)CN1C(=O)NC(CCc2ccccc2)C1=O (configuration not stated) | -1.7 | 0.3 | 1.5 | 1.2% | 21.8%[57.1 µM] | 0.7 | 0.1% | ? | 8.0%[57.1 µM]
COc1ccc(Cl)cc1NC(=O)CN(C)C(C)C(=O)NC(=O)NC1CCCCC1 (configuration not stated) | -5.4 | 0.3 | -0.3 | 3.4% | 3.0% | 5.2 | 3.7% | -23.6% | -8.3%

The final two records of the section before are carried over, then new ones follow:
SMILES | TRHR PAM | TRHR ag | D2 ag | Pin1 inhibitor | rTrxR1 inhibitor | D2 antagonist | IDH1 R132H inh | USP1-UAF1 inh | TrxR1 substrate
CCCNC(=O)CN1C(=O)NC(CCc2ccccc2)C1=O (configuration not stated) | -1.7 | 0.3 | 1.5 | 1.2% | 21.8%[57.1 µM] | 0.7 | 0.1% | ? | 8.0%[57.1 µM]
COc1ccc(Cl)cc1NC(=O)CN(C)C(C)C(=O)NC(=O)NC1CCCCC1 (configuration not stated) | -5.4 | 0.3 | -0.3 | 3.4% | 3.0% | 5.2 | 3.7% | -23.6% | -8.3%
CCCCOc1ccc(S(=O)(=O)Nc2cc(OC)ccc2OC)cc1 | 1.0 | 0.6 | 1.5 | -0.6% | 13.4% | 12.7 | 2.5% | -12.5% | -16.1%
O=C(CCCn1c(SCC(=O)c2ccc(F)cc2)nc2ccccc2c1=O)NCc1ccccc1 | 10.5 | 0.9 | -0.4 | 20.7% | -2.6% | -16.3 | 0.8% | -17.1% | -5.2%
c1cncc(CSc2nnc3ccc(-c4cccs4)nn23)c1 | 5.0 | -0.7 | -0.3 | -4.1% | 28.5% | -1.8 | -13.2% | -17.8% | 7.2%
CC12CCC(c3c(C(=O)Nc4nccs4)nn(-c4ccccc4)c31)C2(C)C (configuration not stated) | 9.4 | -0.2 | -0.1 | 0.3% | 17.7% | 5.8 | 4.9% | -12.2% | -4.3%
COc1cccc(Oc2c(C)oc3c(CN4CCCC4)c(O)ccc3c2=O)c1 | -4.3 | 0.6 | -0.9 | 2.0% | -19.6% | 5.5 | -6.5% | 3.5% | 352.0%[activator]
O=C(Nc1ccnn1C1CCN(C(=O)c2c(F)cccc2F)CC1)C1CC1 | 3.8 | 0.2 | 0.0 | 4.4% | -0.3% | -7.3 | -1.6% | -16.8% | -5.1%
CCOC(=O)[C@@H]1[C@H]2COc3cc(OC)ccc3[C@@H]2N2C(=O)N(c3cccc(Cl)c3)C(=O)[C@]12C | 0.9 | 0.8 | 0.7 | 4.6% | 22.6% | 26.5 | 14.0% | -6.1% | -6.2%
CC(=O)CC(=O)Nc1ccc(C(N)=O)cc1 | 3.8 | 0.4 | 0.1 | -9.0% | -9.8%[57.1 µM] | -1.6 | -2.3% | 1.6% | -6.4%[57.1 µM]
COc1ccc(S(=O)(=O)NC(CC(=O)NCc2ccco2)C(C)C)cc1 (configuration not stated) | -3.1 | 0.0 | 0.5 | 0.2% | 8.1%[57.1 µM] | 18.5 | 3.3% | -11.9% | 6.8%[57.1 µM]
Cc1ccc2[nH]c(=O)c(CN(c3cccc(C)c3C)S(=O)(=O)c3ccccc3)cc2c1 | -4.7 | 0.0 | -0.9 | -1.3% | 17.5% | -20.9 | 0.0% | ? | 3.8%
CCOc1ccccc1Nc1nnc(SCC(=O)NC(Cc2c[nH]c3ccccc23)C(=O)O)s1 (configuration not stated) | -8.5 | -1.1 | 15.3 | -14.0% | 1.1%[57.1 µM] | -7.0 | -2.6% | -9.9% | 1.3%[57.1 µM]
Cc1nc(SC(C)C(=O)Nc2ccccc2Cl)cc(-c2ccccc2)n1 (configuration not stated) | -7.8 | 1.9 | . | 0.6% | 8.2% | . | 0.2% | 3.8% | -0.8%
C/C(=N\Nc1nnc2c3ccccc3n(C)c2n1)c1ccc(C)o1 | -3.2 | -0.2 | 0.1 | 4.3% | 3.9%[57.1 µM] | 4.6 | 3.2% | -22.2% | -0.7%[57.1 µM]
COc1cc(C(=O)OCCNC(=O)c2ccncc2)cc(OC)c1OC | 8.6 | -0.1 | 1.3 | 0.3% | -0.2% | 5.1 | 1.7% | 6.1% | 4.3%[11.4 µM]
CCCCCc1ccc(OCCOCCn2c[n+](C)c3ccccc32)c(CCCCC)c1 | 11.8 | -1.1 | 7.0 | 3.6% | 0.6% | 4.9 | 6.3% | ? | 1.6%
COc1ccc([N+](=O)[O-])cc1NC(=O)CSCc1ccc(Br)cc1 | -5.7 | -0.3 | -0.8 | 2.9% | 7.6%[57.1 µM] | -7.5 | 11.1% | -0.2% | 2.8%[57.1 µM]
CN(CC(=O)Nc1ccc(Cl)cc1)CC(=O)Nc1cccc2ccccc12 | 3.2 | 0.1 | 0.4 | 3.2% | 19.1% | -6.3 | 5.2% | ? | -3.1%
NS(=O)(=O)c1ccc(NC(=O)c2ccc(S(=O)(=O)N3CCc4ccccc43)cc2)cc1 | -0.3 | 0.8 | 1.0 | 16.5% | 21.3% | 0.8 | 8.0% | -23.9% | -2.8%
CCOC(=O)c1csc(NC(=O)CC2CCCC2)n1 | -2.8 | 3.0 | 4.7 | 1.7% | 3.8%[57.1 µM] | 18.7 | 7.1% | -4.2% | 5.0%
CCCOc1ccc(C2(C(=O)O)CCCC2)cc1 | -2.7 | 0.3 | 0.5 | -0.1% | 12.0% | -7.3 | 2.7% | -25.8% | 2.4%
CCCN1CCN(C(=O)Cn2nc(C)n3c(cc4sccc43)c2=O)CC1 | 23.1 | 0.9 | 0.3 | -4.3% | 0.3% | -21.9 | -12.0% | -13.9% | -2.8%
COc1ccc(C)cc1NC(=O)C1CCCN1C(=O)OCc1ccccc1 (configuration not stated) | -4.1 | -0.7 | -0.6 | -1.8% | 19.2%[57.1 µM] | -0.7 | -2.1% | -22.3% | 3.2%[57.1 µM]
Cc1ccccc1NC(=S)N(CCN1CCCCC1)Cc1ccco1 | 6.1 | 0.7 | 2.6 | 6.1% | 8.3% | 17.4 | 2.8% | -21.6% | -1.3%
Cc1ccc(-c2nc3ccccc3c(=O)n2NC(=O)c2cccs2)cc1 | 12.6 | -1.2 | -1.5 | 0.3% | -2.0% | -24.5 | 1.0% | -1.2% | -3.0%
O=C(NC1CC1)C1CCN(C(=O)c2ccccc2Cl)CC1 | 3.6 | 0.0 | . | 0.5% | 14.5% | . | 1.4% | -19.3% | 2.8%
CCN1CCN(c2cc(N3CCc4ccccc4C3)c(F)cc2[N+](=O)[O-])CC1 | 1.5 | 0.9 | 1.3 | -0.1% | -12.6% | 61.6* | -1.3% | -11.4% | -10.2%
O=C(NCc1ccccc1)c1ccc[n+]([O-])c1 | 2.6 | 0.2 | -1.7 | -1.7% | 9.6% | -5.9 | -5.7% | -13.6% | 1.4%
CCN(CC(=O)Nc1c(F)cccc1F)C(=O)CN(C)S(=O)(=O)c1ccc(F)cc1 | 2.3 | 0.1 | -0.5 | -3.4% | 2.5% | 9.2 | -8.8% | -6.3% | -6.6%
COc1ccc(C(=O)Nc2cc3c(cc2N2CCCCC2)n(C)c(=O)n3C)cc1OC | 8.4 | -0.8 | -1.6 | -0.4% | 15.7% | -11.0 | 46.5µM* | -23.5% | -4.1%
